Source: PubChem
ERAP1 inh – ERAP1 (human) enzyme inhibition; Q9NZ08; recombinant ERAP1, Leu-AMC fluorescence, 60 min; inhibition, % at 10.7 µM; 340,000 tested, 0.15% active;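 active means mean replicate inhibition of at least 30%, or all replicates individually reaching that 30% level; inactive means mean below 30% and not every replicate reaching it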;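 further: 0% = neutral control wells and 100% = L-leucinethiol positive control wells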
Target sequence (Q9NZ08 whole entry, looked up): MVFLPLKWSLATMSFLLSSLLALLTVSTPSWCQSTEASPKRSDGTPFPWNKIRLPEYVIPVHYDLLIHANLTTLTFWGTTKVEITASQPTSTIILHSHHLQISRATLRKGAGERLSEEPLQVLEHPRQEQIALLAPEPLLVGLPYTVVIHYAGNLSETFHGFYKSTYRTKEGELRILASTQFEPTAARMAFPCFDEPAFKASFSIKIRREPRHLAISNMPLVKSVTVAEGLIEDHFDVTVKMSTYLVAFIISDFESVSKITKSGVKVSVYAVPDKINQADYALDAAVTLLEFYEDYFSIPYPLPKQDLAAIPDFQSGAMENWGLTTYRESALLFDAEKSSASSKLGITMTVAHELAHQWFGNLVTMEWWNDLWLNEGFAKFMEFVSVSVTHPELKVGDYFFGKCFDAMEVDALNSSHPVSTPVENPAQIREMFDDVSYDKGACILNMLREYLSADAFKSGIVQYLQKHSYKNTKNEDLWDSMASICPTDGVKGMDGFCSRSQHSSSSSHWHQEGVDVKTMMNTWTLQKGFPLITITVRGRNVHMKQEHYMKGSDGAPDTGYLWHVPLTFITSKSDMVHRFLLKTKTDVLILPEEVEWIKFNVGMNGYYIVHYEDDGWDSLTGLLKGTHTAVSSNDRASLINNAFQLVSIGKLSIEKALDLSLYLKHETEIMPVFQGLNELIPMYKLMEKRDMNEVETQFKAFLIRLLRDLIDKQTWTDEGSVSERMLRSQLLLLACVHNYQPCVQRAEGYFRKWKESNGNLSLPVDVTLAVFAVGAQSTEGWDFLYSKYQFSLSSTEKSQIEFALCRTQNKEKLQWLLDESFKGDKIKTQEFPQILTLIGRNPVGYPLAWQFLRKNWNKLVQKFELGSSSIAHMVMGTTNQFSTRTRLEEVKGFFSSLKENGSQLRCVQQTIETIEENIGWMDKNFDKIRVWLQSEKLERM
LGR2 antag – Drosophila LGR2 receptor signaling inhibition. HEK293 LGR2, CRE-luciferase, bursicon-stimulated, 4 h. inhibition, % at 9.99 µM. 380,000 tested, 0.35% active. AID 720647;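 active means drop in luminescence signal, shown as inhibition above about 50% in the replicate tests, limit read from the data, passing the limit was not always enough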;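 further: agonist challenge used bursicon conditioned medium at about half maximal strength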
PGC1a acetyl inh – PGC1a acetylation modulation, inhibitor mode | 350,000 tested, 0.17% active | inhibition, % at 15.6 µM | U2OS PGC1a acetylation, AlphaScreen anti-acetyl-lysine; with virally co-expressed GCN5 acetyltransferase;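 active means every replicate shows inhibition of at least 40%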;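 further: 0% = neutral control wells and 100% = positive control wells; some results beyond the cut were filed as inactive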
EWS-Fli block – blocks EWS/Fli oncoprotein-driven transcription; AID 651661; inhibition, % at 12.6 µM; A673 NR0B1-luciferase reporter, viability-normalised; 350,000 tested, 0.67% active;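 active means mean inhibition of at least 50% after viability correction, with every replicate also passing that limit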;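 further: firefly luciferase signal divided by Alamar Blue viability fluorescence both relative to DMSO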
PAX8 reporter – PAX8 transcriptional activity inhibition. RMG-I TPO-luciferase reporter, SteadyGlo, 24 h. inhibition, % at 12.6 µM. AID 652154. 360,000 tested, 1.2% active;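 active means mean replicate inhibition at least 60% with every replicate also reaching 60%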;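 further: luciferase light reporting Pax8 driven TPO promoter activity; plate controls were median of neutral control wells for no effect and mitoxantrone controls for full effect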
PglD DTNB – inhibitors of Campylobacter jejuni PglD acetyltransferase; inhibition, % at 12.5 µM; 360,000 tested, 0.098% active; purified PglD enzyme, DTNB colorimetric CoA detection; in the data active means inhibition above about 16%, passing the limit was not always enough; further: strong numbers were not always called active
S100A4 inh HTS – inhibitors of human S100A4 binding to myosin IIA peptide | S100A4/TAMRA-MyoIIA peptide fluorescence polarization | inhibition, % at 10.7 µM | 360,000 tested, 0.14% active | AID 652163 | P26447;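 active means mean inhibition of at least 70% across replicates, with every replicate also reaching that level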
Target sequence (P26447 whole entry, looked up): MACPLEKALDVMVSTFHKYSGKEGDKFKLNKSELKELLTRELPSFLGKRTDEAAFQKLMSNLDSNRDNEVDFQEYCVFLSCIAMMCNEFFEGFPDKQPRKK
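incubation = readout 5 min after mixing, signal stable up to 60 min | system = S100A4 monomer protein | buffer or medium = HEPES pH 7.2 with CaCl2, KCl, NaCl, DTT, Triton | benchmarks = neutral control DMSO, positive control TFP | also added = fluorescent myosin IIA peptide, 5 nM | compound dosing = one concentration per compound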
FN deposit inh – fibronectin deposition inhibition | AH1F fibroblasts, Alexa488-fibronectin deposition fluorescence, overnight | inhibition, % at 12.6 µM | 350,000 tested, 0.086% active | AID 743247;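 active means mean inhibition across replicates of 30% or more, regardless of how many single replicates reach that level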;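 further: positive control wells lacked labelled fibronectin entirely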
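Assay system: AH1F fibroblast monolayer, labelled fibronectin deposition. Amount: 10000 cells per well. Also added: labelled fibronectin 24 nM. Compound: single-point pinned compound. Incubation: cell attachment 1 h, compound and FN exposure overnight. Detection: fluorescence after three HBSS washes, excitation 485 nm, emission 525 nm. Read-out: inhibition of fibronectin deposition signal.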
Active calls of the source: *; . = not tested or not shown; & = joins results of further samples. Compounds were not picked by outcome. Share with any hit: about 2.1%.

Fields – ERAP1 inh	LGR2 antag	PGC1a acetyl inh	EWS-Fli block	PAX8 reporter	PglD DTNB	S100A4 inh HTS	FN deposit inh
> COc1ccc2c3c(n(C)c2c1)[C@H](CO)N(CC1CC1)CC31CCN(C(=O)c2ccc(F)cc2)CC1
  -2.9	-13.7	-8.8	10.0	1.2	.	6.5	.
> C/C(=N\NC(=O)c1ccc(CN2CCOCC2)cc1)c1ccc(NC(=O)c2ccccc2)cc1
  -2.0	2.9	15.2	-83.0	-182.6	-1.3	-2.1	9.1
> CCOc1ccc(S(=O)(=O)NCCC(=O)NCC2CCCO2)cc1 (stereo unspecified)
  1.0	3.2	-2.9	1.2	13.8	-3.6	-0.4	-1.0
> CCOC(=O)N1CCC(NC(=O)c2cn(-c3ccc(OC)cc3)c(=O)c3ccccc23)CC1
  .	.	-4.6	.	2.3	5.0	.	4.3
> Cc1cc(NCCOCCO)n2c(nc3ccccc32)c1C#N
  -208.9	-4.3	.	-17.7	1.6	-1.2	-5.8	-0.4
> NC1=NC(=O)C2(COC(c3cccc([N+](=O)[O-])c3)OC2)S1 (stereo unspecified)
  2.3	4.3	.	6.1	-0.6	.	-1.5	.
> CCOc1ccc(NC(=O)c2ccccc2NC(=O)c2cccnc2)cc1
  0.3	.	7.5	8.6	39.9	1.4	-3.4	8.0
> O=C(C[C@H]1CC[C@@H](NS(=O)(=O)c2ccc(F)cc2)[C@@H](CO)O1)N1CCc2ccccc2C1
  -1.3	17.2	7.9	9.7	5.5	-0.6	-2.3	.
> COc1ccc(C(=O)c2c(-c3ccc(OC)cc3)oc3ccccc23)cc1
  2.3	-15.2	.	2.7	0.6	-1.3	2.2	-13.9
> COc1ccc(Cl)cc1NS(=O)(=O)c1ccc2c(c1)NC(=O)CCS2
  -1.1	11.5	.	.	20.9	0.4	0.0	-10.5
> Cc1c(O)ccoc1=O
  -0.5	10.1	2.9	3.9	.	8.2	-1.0	.
> O=C(C[C@@H]1CC[C@H]2[C@@H](COC[C@H](O)CN2Cc2ccccc2F)O1)NCc1ccccc1F
  -0.3	-7.3	2.3	17.9	-0.9	-1.1	-1.7	-11.9
> CSc1ccc(S(=O)(=O)NCC(=O)OCC(=O)N2CCCC2=O)cc1[N+](=O)[O-]
  2.5	12.7	.	14.8	0.8	1.8	-3.8	11.6
> Cc1[nH]c2ccccc2c1/C=N/NC(=O)CNC(=O)c1ccccc1
  7.5	7.6	.	14.7	26.0	.	0.8	4.2
> COc1ccc(Nc2c(-c3cccc(OC)c3)nc3nc(C)cc(C)n23)cc1
  9.1	-49.6	.	-5.1	-24.4	.	-9.6	-8.2
> NS(=O)(=O)c1ccc(CCNCc2cc(Cl)ccc2OCc2ccccc2)cc1
  -5.9	-3.9	.	28.3	-14.0	7.6	0.3	0.9
> C[C@@H]1CN([C@H](C)CO)C(=O)c2ccccc2-c2ccccc2CO[C@@H]1CN(C)Cc1cccnc1
  -2.7	-27.6	-4.2	-184.0	-10.8	1.8	5.5	6.1
> Cc1cc(C)c2cc(C#N)c(NCCNC(=O)c3ccccn3)nc2c1
  -2.5	-9.4	.	-7.5	-22.5	.	1.6	5.7
> CCCN(CCC)S(=O)(=O)c1ccc(C)cc1
  -1.2	23.0	2.9	-6.4	-17.9	-5.1	0.0	-2.7
> Cc1ccc(Cn2cc(CN3CC(N4CCCC4)CS3(=O)=O)nn2)cc1 (stereo unspecified)
  .	-15.7	.	-5.6	1.0	.	-0.4	2.6

An excerpt of these results, as tab-separated lines.
SMILES	ERAP1 inh	LGR2 antag	PGC1a acetyl inh	EWS-Fli block	PAX8 reporter	PglD DTNB	S100A4 inh HTS	FN deposit inh
O=C(C[C@H]1CC[C@@H](NS(=O)(=O)c2ccc(F)cc2)[C@@H](CO)O1)N1CCc2ccccc2C1	-1.3	17.2	7.9	9.7	5.5	-0.6	-2.3	.
CCOc1ccc(NC(=O)c2ccccc2NC(=O)c2cccnc2)cc1	0.3	.	7.5	8.6	39.9	1.4	-3.4	8.0
NC1=NC(=O)C2(COC(c3cccc([N+](=O)[O-])c3)OC2)S1 (stereo unspecified)	2.3	4.3	.	6.1	-0.6	.	-1.5	.
COc1ccc(Cl)cc1NS(=O)(=O)c1ccc2c(c1)NC(=O)CCS2	-1.1	11.5	.	.	20.9	0.4	0.0	-10.5

Additional records
Fields – ERAP1 inh	LGR2 antag	PGC1a acetyl inh	EWS-Fli block	PAX8 reporter	PglD DTNB	S100A4 inh HTS	FN deposit inh
> N#Cc1ccc(-c2ccc([C@@H]3[C@H]4CNC[C@@H]3N4Cc3ccc4c(c3)OCO4)cc2)cc1
  .	-16.2	48.1*	14.4	10.3	.	.	0.4
> CCOc1ccc(C(=O)NCC(=O)OCC(=O)N2CCCCC2)cc1
  .	.	-9.3	.	-16.6	8.2	.	1.5
> c1coc(Cn2c(SCc3nc4ccccc4[nH]3)nnc2-c2cnccn2)c1
  .	.	5.1	.	-23.0	-0.3	.	-1.3
> Cc1csc2nc(CSc3nc4ccccc4o3)cn12
  17.1	-28.8	-6.6	.	-174.7	0.6	2.0	5.1
> CCN(CC)S(=O)(=O)c1cc(C)ccc1SC
  .	32.2	.	.	2.4	9.0	.	7.3
> COc1ccc(OC)c(NC(=S)NCc2ccccc2OC)c1
  2.9	-36.1	-20.7	8.0	-5.6	4.9	-1.8	-1.7
> CCC1(c2ccccc2)NC(=O)N(CC#N)C1=O (stereo unspecified)
  0.1	15.2	-6.2	-4.6	8.4	.	6.7	4.3
> C[C@H]1CN([C@@H](C)CO)C(=O)c2cc(-c3cccc(C#N)c3)cnc2O[C@@H]1CN(C)C(=O)c1ccccn1
  1.0	6.0	8.1	7.1	.	0.9	5.9	.
> COc1cccc(-c2cn(CC[C@H]3CC[C@@H](NS(=O)(=O)c4ccccc4Cl)[C@@H](CO)O3)nn2)c1
  -4.9	-5.2	-3.2	11.4	6.0	1.8	-14.5	-18.2
> Cc1ccnc2nc(C(=O)OCC(=O)N(CC(C)C)C3CCS(=O)(=O)C3)nn12 (stereo unspecified)
  -0.5	2.2	-3.4	-3.0	-14.3	-0.9	-2.4	-2.1
> COc1ccc(CCNC(=O)Cc2ccc3c(c2)OCO3)cc1OC
  .	-8.4	15.7	.	16.7	2.8	.	-4.0
> CN(C)CC(=O)N1[C@H](CO)[C@H](c2ccc(-c3cccc(C(=O)N(C)C)c3)cc2)[C@@H]1C#N
  2.7	1.9	13.5	10.7	-12.2	0.0	-11.5	-0.5
> C[C@H](CO)N1C[C@H](C)[C@H](CN(C)S(=O)(=O)c2cn(C)cn2)OCc2cnnn2CCCC1=O
  1.5&-2.8	1.7	-12.9&1.0	-4.4&5.8	-11.3&15.0	-2.1&12.7	15.9&-6.1	-1.4&-15.2
> COc1cccc(NC(=O)CSc2ccc3nnc(CCNC(=O)c4ccccc4)n3n2)c1
  -0.8	-25.8	.	4.6	10.6	7.7	-6.7	6.3
> COC1CCN(Cc2c(C(=O)N3CCc4ccccc4C3)nc3ccc(Cl)cn23)CC1
  -0.8	9.8	0.7	7.6	20.5	-4.6	-1.0	-3.0
> O=C(NN=Cc1ccccc1Cl)c1cccc2ccccc12
  1.7	7.4	.	-10.0	7.9	.	-8.4	.
> O=C(OCc1ccc([N+](=O)[O-])cc1)c1ccc(N2CCCC2)c([N+](=O)[O-])c1
  0.9	6.2	.	-5.5	40.2	.	1.1	-0.8
> Cc1cc(CNC(=O)C2(C(F)(F)F)C/C(=C\Cc3ccccc3)CCCO2)nn1C (stereo unspecified)
  0.4	-65.7	.	-6.2	4.3	-2.5	-0.9	-4.5
> O=S(=O)(Cc1ccccc1)N1CCN(C2Cc3ccccc3C2)CC1
  .	.	9.7	.	-21.5	0.9	.	-13.4
> C[C@H]1CCCCO[C@H](CN(C)Cc2ccc(C(F)(F)F)cc2)[C@@H](C)CN([C@@H](C)CO)C(=O)c2cc(NC(=O)Nc3ccc(C(F)(F)F)cc3)ccc2O1
  .	5.8	15.2	-21.3	-4.0	-0.5	.	1.2
> CO[C@@H]1CN(C)C(=O)c2cc(NS(C)(=O)=O)ccc2OC[C@@H](C)N(C(=O)CC2CC2)C[C@H]1C
  2.2	-14.4	-1.0	-18.5	-18.1	1.6	-6.2	2.3
> COCCNC(=O)C[C@@H]1C[C@@H]2c3cc(N(C)C)ccc3O[C@@H]2[C@H](CO)O1
  -2.1	9.7	21.4	-12.6	-15.8	-1.6	-38.4	.
> O=C(c1ccc(C(F)(F)F)cc1)N1CCN(S(=O)(=O)c2ccc3c(c2)OCCCO3)CC1
  -3.0	-13.5	.	0.3	19.0	-1.0	-0.1	-4.3
> O=C(Nc1ccc(NC(=O)c2cc([N+](=O)[O-])ccc2N2CCOCC2)cc1)c1cccs1
  -3.2	-0.4	-33.4	0.8	24.7	-3.4	0.7	-1.7
> C[C@@H]1CN([C@@H](C)CO)C(=O)c2cccc(NS(C)(=O)=O)c2O[C@H]1CN(C)Cc1ccc(Cl)c(Cl)c1
  -1.3	-9.6	2.1	.	-15.3	-3.8	-4.4	.
> C[C@H](CO)N1C[C@H](C)[C@H](CN(C)C(=O)Nc2ccc(F)cc2)Oc2ncc(C#Cc3cccc(F)c3)cc2C1=O
  .	1.3	12.4	-0.2	.	.	.	9.0
> Cc1sc(-c2c(C#N)c(N)nc3c2CCCCCC3)cc1[N+](=O)[O-]
  5.2	7.8	-4.6	5.7	-0.3	3.7	-2.6	1.0
> CC(C)(C)OC(=O)NNC(=O)C12CC3CC(CC(C3)C1)C2
  0.3	10.7	7.5	1.5	14.7	.	3.1	-1.1
> C#CCOCCOCCOCCNc1nc(N2CCN(C(=O)[C@H](C)n3cc(CCC(=O)O)nn3)CC2)nc(N2CCN(C(=O)[C@H](C)n3cc(CCC(=O)O)nn3)CC2)n1
  1.2	0.6	.	-4.6	-1.6	3.8	0.4	-12.4
> Cc1cc(NC(=O)CCC(=O)N(CC(=O)NC2CCCC2)c2ccc3c(c2)OCCO3)no1
  .	.	-18.9	.	-1.7	-4.4	.	1.9
> CN(C)CCOC(=O)c1ccc2[nH]c3c(c2c1)CSCC3
  5.9	-3.0	8.9	14.0	3.2	.	1.0	5.6
> O=S1(=O)CCOC[C@H](Cc2ccccc2)N1Cc1ccc(F)cc1
  -1.0	8.5	-15.8	6.7	-9.9	-4.0	5.4	4.5
> CN1C[C@@H]2[C@@H]3C(=O)N(Cc4ccccc4)C(=O)[C@@H]3[C@](Cc3ccccc3)(C1=O)N2C(=O)c1ccc(C(F)(F)F)cc1
  0.1	-6.8	0.6	-1.6	-1.7	-7.2	5.8	-2.3
> CC(=O)Nc1nc(C2COc3ccccc3O2)cs1 (stereo unspecified)
  0.2	-13.5	4.9	.	.	-3.3	3.3	.
> C[C@H]1CN([C@@H](C)CO)C(=O)Cc2cc(NC(=O)Cc3cn(C)c4ccccc34)ccc2O[C@H]1CN(C)C(=O)Nc1ccc(F)cc1
  -2.8	-1.2	3.6	-5.4	.	.	-0.6	.
> CC(=O)C[C@@H](O)CC(=O)[C@H]1OC(=O)[C@@H](C)C/C=C\Cc2ccccc21
  -2.7	-0.1	3.4	-2.1	5.1	-0.7	-9.5	-0.2
